NOD2 inhibition – NOD2 signaling inhibitors, cell-based, luminescence, uHTS, HEK293 (AID 1566); HEK293 NOD2/NF-kB luciferase reporter, luminescence; higher % means a stronger effect; inhibition, % at 4 µM, or EC50 in µM where a hit was titrated; 290,000 compounds, 0.63% hits; note: many of its hits are not listed in these tables
NOD1 NF-kB reporter – NOD1 signaling inhibitors, primary screen, cell-based, luminescence, uHTS (AID 1578). NOD1-driven NF-kB luciferase reporter cells, luminescence; higher % means a stronger effect. inhibition, % at 4 µM; hits with a dose series show EC50 in µM. 290,000 compounds, 1% hits; in the data active = inhibition mostly above about 36%, no sharp cut-off; inactive = mostly below about 34%;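 note: HEK-293T reporter cells stimulated with the NOD1 agonist gamma-tri-DAP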
P. falciparum M17LAP – P. falciparum M17LAP inhibitors, primary screen, biochemical, fluorogenic H-Leu-NHMec substrate, 1536-well (AID 1619) | Leucine aminopeptidase (Plasmodium falciparum (isolate 3D7)) | one-dose inhibition, % at 30 µM; IC50 in µM for titrated hits | 220,000 compounds, 0.38% hits | recombinant M17LAP, H-Leu-NHMec fluorogenic kinetic assay; higher % means a stronger effect;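 active = compound inhibiting the enzyme by more than half at any dose during confirmatory dose-response retesting; inconclusive = strong single-dose inhibitors picked by rank but not retested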;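 note: plate controls were full reaction with DMSO carrier for no effect and no enzyme background for full effect; strong numbers were not always called active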
Dynein cargo inh – inhibitors of GR-EGFP nuclear translocation, primary screen, dynein cargo transport inhibitor project, imaging, high-content, 3617.4 mouse cells. test concentration mostly 20 µM; stimulated with dexamethasone, 1 µM; hits give low values. 220,000 compounds, 0.47% hits. z-score, hits read low. AID 1381, 2008;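 active = plate z-score of nuclear minus cytoplasmic receptor signal below a set negative limit, without overly bright fluorescence or cell loss, cut at about -3.5 in these data, passing the limit was not always enough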;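 note: z-score of nuclear minus cytoplasmic ring GR-EGFP intensity difference per well; some compounds called inactive have numbers as strong as hits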
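Buffer or medium: tet-free medium with charcoal-stripped serum / Also added: dexamethasone agonist, 1.0 µM final, for 30 min / Timing: induction 48 h, compound 1 h, agonist 30 min / Measured by: high-content fluorescence imaging after fixation / Read-out: nuclear-to-cytoplasmic GR-EGFP distribution per well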
M1AAP inhibition – P. falciparum M1AAP inhibitors, biochemical, fluorogenic H-Leu-NHMec substrate, 1536-well (AID 1445); recombinant M1AAP, H-Leu-NHMec fluorogenic kinetic assay; higher % means a stronger effect; inhibition, % at 30 µM, or IC50 in µM where a hit was titrated; 220,000 compounds, 0.42% hits; Aminopeptidase N (Plasmodium falciparum (isolate 3D7));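 active = primary inhibition above the hit cutoff, then over 50% inhibition at one or more dose response concentrations, cut at about 23% in these data, passing the limit was not always enough; inconclusive = conflicting primary data, or primary hits not chosen for dose response; inactive = low primary inhibition, or under 50% at every dose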;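 note: plate controls were DMSO full reaction for no effect and no enzyme background for full effect; strong numbers were not always called active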
KOR beta-arrestin-1 – KOR antagonists, beta-arrestin recruitment, cell-based, luminescence, uHTS (AID 1778). KOR beta-arrestin recruitment, luminescence, antagonist mode; higher % means a stronger effect. 290,000 compounds, 0.091% hits. inhibition, % at 10 µM; hits with a dose series show IC50 in µM; note: strong numbers were not always called active
GPR55 beta-arrestin – GPR55 agonists via beta-arrestin recruitment, primary screen, imaging, U2OS cells, beta-arrestin-GFP redistribution (AID 1961); G-protein coupled receptor 55 (Homo sapiens); U2OS GPR55 beta-arrestin-GFP redistribution imaging; higher % means a stronger effect; activation, % at 10 µM, or EC50 in µM where a hit was titrated; 290,000 compounds, 0.048% hits;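 active = activation above 40% with more than 50 cells counted in the well; inconclusive = wells holding fewer than 50 cells, flagged as toxic or sparse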;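 note: U2OS osteosarcoma cells stably expressing GPR55 and beta-arrestin-GFP; plate controls were DMSO negative control for no effect and LPI positive control for full effect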
KOR beta-arrestin-2 – KOR agonists, beta-arrestin recruitment, primary screen, cell-based, luminescence, uHTS (AID 1777); Kappa-type opioid receptor (Homo sapiens); KOR beta-arrestin recruitment, luminescence; higher % means a stronger effect; one-dose activation, % at 10 µM; EC50 in µM for titrated hits; 280,000 compounds, 0.02% hits; in the data active = activation above about 50%, passing the limit was not always enough; note: a part of the inactive calls stands beside numbers as strong as those of hits
AID2073 – inhibitors of Mint1-CaV2.2 protein interaction, biochemical, HTRF (AID 2073); Voltage-dependent N-type calcium channel subunit alpha-1B (Homo sapiens); 290,000 compounds, 0.19% hits; HTRF protein-protein interaction, Mint1-CaV2.2; higher % means a stronger effect; inhibition, % at 20 µM; hits with a dose series show IC50 in µM; in the data active = inhibition mostly above about 51%, no sharp cut-off; inconclusive = no clear call, values can overlap the other calls; inactive = mostly below about 53%; note: some results filed as inactive read as strong as hits
Dynein cargo inh cytoplasmic EGFP – further read-out of Dynein cargo inh, marked with its call; z-score; measured here: cytoplasmic GR-EGFP intensity; hits give high values
Dynein cargo inh nuclear GR-EGFP – also measured in Dynein cargo inh; calls as there; z-score; measured here: nuclear GR-EGFP intensity;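 lower value marks the stronger effect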
Dynein cargo inh cell count – also measured in Dynein cargo inh; calls as there; z-score; measured here: cell count per field
* = called active by the depositor; ? = inconclusive; / = not tested or not shown; [ ] = another dose, or the depositor's remark. Cut-off read from the data, not from the text of the source, unless noted: active = inhibition above about 50%; inactive = the rest. A portion of the library; rates above refer to the full screens.

SMILES	Dynein cargo inh nuclear GR-EGFP	Dynein cargo inh	Dynein cargo inh cytoplasmic EGFP	KOR beta-arrestin-1	AID2073	GPR55 beta-arrestin	P. falciparum M17LAP	M1AAP inhibition	NOD1 NF-kB reporter	Dynein cargo inh cell count	NOD2 inhibition	KOR beta-arrestin-2
O=[N+]([O-])c1cc(C(F)(F)F)cc([N+](=O)[O-])c1NN=C1CCCCC1	-0.585	-0.816	-0.249	5.5%	35.4%	-0.1%	-24.2%	2.2%	-37.5%	0.396	5.8%	-1.5%
COCCNC(=O)C(=O)N/N=C(\C)CC(=O)Nc1ccc(Cl)cc1Cl	-0.61	-0.686	-0.307	-12.0%	-2.1%	1.4%	23.8%	2.8%	-20.0%	0.685	10.3%	8.7%
Cc1ccc(-c2nc(Nc3cccc(C)c3)sc2CC(=O)O)cc1	-0.133	-0.742	-0.266	-21.7%	32.3%	-0.1%	12.6%	13.6%	-21.6%	0.0475	-69.3%	8.1%
COc1cc(C=O)cc(Cl)c1OC(=O)N1CCOCC1	/	/	/	-22.6%	4.7%	1.6%	/	/	-9.2%	/	-7.9%	-1.0%
CCOc1ccc(/C=N/n2c(C)nc3ccccc3c2=O)cc1	/	/	/	-14.3%	-2.4%	0.6%	/	/	-12.3%	/	-1.7%	2.1%
O=C(CCCn1cnc([N+](=O)[O-])n1)Nc1cccc2ccccc12	-0.293	-0.12	-0.178	17.4%	-14.3%	-0.8%	20.1%	1.4%	-51.0%	0.675	7.9%	-2.4%
O=C(c1cccc(S(=O)(=O)N2CCCCC2)c1)N1CCc2ccccc21	0.338	0.437	-0.23	-22.5%	19.5%	-0.3%	-5.7%	8.9%	-18.3%	-0.775	13.3%	1.4%
COCCN(C(=O)CCc1ccccc1OC)c1nnc(-c2cccnc2)s1	0.447	-0.109	-0.195	-37.7%[20 µM]	1.7%	-0.1%	/	/	-19.2%	0.13	20.1%	/
O=C(NCCCn1ccnc1)/C(=C/c1ccc(Cl)cc1)NC(=O)c1ccccc1	/	/	/	-21.8%	6.7%	-0.1%	/	/	22.3%	/	9.1%	3.2%
Fc1ccc(C2CC(c3cccs3)=NN2c2ccccc2)cc1 (stereo not drawn)	-0.492	-0.239	-0.214	-12.2%	26.8%	-0.1%	19.6%	?	-39.3%	-0.269	-24.4%	-1.1%
Cc1nc2ccc(NC(=O)c3ccc(Cl)s3)cc2s1	-0.17	-0.754	-0.202	21.6%	-4.7%	-0.2%	-6.4%	-0.5%	-106.0%	0.134	-74.9%	-3.9%
CCC(=O)NC(Nc1ncc(C)s1)(C(=O)OC)C(F)(F)F (stereo not drawn)	0.102	0.609	-0.284	38.8%	11.8%	-0.2%	12.4%	1.4%	-18.6%	1.19	12.6%	15.8%
Cc1ccc(F)cc1NC(=O)C1CCCN(c2ncccn2)C1 (stereo not drawn)	0.0382	-0.297	-0.274	-3.2%	10.7%	0.2%	-6.7%	-0.5%	-17.1%	0.299	4.3%	-1.9%
CC(C)=C1SC(N2CCN(c3cccc(Cl)c3)CC2)=NC1=O	-0.206	0.416	-0.226	-34.8%	-6.0%	-0.2%	-5.9%	11.2%	2.1%	-0.739	19.0%	1.2%
COc1ccc(-c2nc(CS(=O)CC(=O)NC3CCCCC3)c(C)o2)cc1 (stereo not drawn)	/	/	/	-14.6%	4.4%	-0.2%	/	/	-20.8%	/	0.3%	8.4%
CC1=CC(c2ccccc2)n2nc(NC(=O)CCC(=O)O)nc2N1 (stereo not drawn)	-0.0718	0.0201	-0.115	-12.9%	-2.3%	0.0%	-128.1%	4.0%	-5.4%	-0.0146	0.6%	/
COC(=O)c1cc(-c2cccc(OC)c2)c2c(=O)[nH]c(=O)n(C)c2n1	/	/	/	-28.9%	11.8%	0.0%	/	/	9.2%	/	9.4%	-0.9%
O=C(O)c1ccccc1C(=O)NCc1cccnc1	0.302	-0.0693	-0.256	-28.1%	-2.1%	0.2%	5.2%	-0.6%	-16.9%	-0.499	-9.7%	-0.9%
O=C(CCS(=O)(=O)c1ccc(Cl)cc1)Nc1nc(-c2cccnc2)cs1	/	/	/	1.7%	11.2%	-0.1%	/	/	35.8%	/	10.5%	-5.6%
CCOc1ccc(-c2csc(NNC3=NCCCCC3)n2)cc1	0.483	0.445	-0.252	-17.5%	6.8%	0.4%	10.1%	2.9%	-5.3%	0.15	0.4%	-3.9%
Cc1nc(NC(=O)c2ccccc2)sc1C1(C)CC(c2c(Cl)cccc2Cl)=NO1 (stereo not drawn)	-0.303	-0.968	-0.829	-3.5%	-6.4%	0.6%	3.9%	10.7%	6.2%	0.674	28.3%	11.3%
Oc1ccc(-c2csc(-c3ccccc3)n2)cc1O	0.284	-1.18	0.0939	2.2%	-60.8%	-0.1%	18.5%	13.5%	-19.5%	-0.086	-42.4%	-0.6%
O=C(CN1CCOCC1)NCc1cc([N+](=O)[O-])ccc1O	/	/	/	-35.2%[20 µM]	0.7%	-0.2%	/	/	-18.2%	/	2.3%	-0.1%
CCc1ccc(NC(=O)C(C)OC(=O)CCC(=O)c2cccs2)cc1 (stereo not drawn)	0.584	0.477	-0.209	15.3%	0.1%	-0.4%	7.5%	0.1%	-31.6%	-0.658	-0.8%	-0.5%
Cc1ccc(C)c(NC(=S)N/N=C2\CCc3ccccc32)c1	0.337	-0.431	0.34	16.4%	-25.6%	2.2%	8.6%	0.3%	-1.4%	-0.67	-2.3%	-2.4%
CCOC(=O)C(NC(=O)N1CCCCC1)(c1ccccc1)C(F)(F)F (stereo not drawn)	0.499	0.526	-0.277	14.3%	9.3%	-0.1%	8.4%	11.2%	-4.2%	-0.0919	12.6%	-1.6%
Cc1cc(-c2cccs2)n[nH]1	0.039	-0.565	-0.205	3.3%	4.0%	-0.1%	-5.6%	-2.0%	-3.7%	0.791	15.9%	1.0%
Cc1cc(NC(=O)c2cn(C3CCCCC3)c(=O)c3c2c2ccccc2n3C)no1	-0.561	-1.12	-0.25	9.8%	21.6%	-0.2%	-8.0%	10.8%	12.8%	0.698	14.8%	3.4%
c1ccc2c(SCc3cn4cccnc4n3)ncnc2c1	-0.358	-1.37	0.602	-3.5%	-2.1%	0.1%	3.4%	-2.9%	19.5%	0.428	1.3%	2.1%
COc1cccc(NC(=S)N2CCC(NC(=O)c3ccco3)CC2)c1	/	/	/	-7.5%	-11.8%	0.5%	/	/	-31.2%	/	3.1%	3.6%
Cc1cc(S(=O)(=O)N2CCOCC2)ccc1OCC(=O)N1CCOCC1	/	/	/	1.9%	-7.6%	-0.2%	/	/	13.5%	/	-15.7%	0.2%
COc1ccc(C(=O)Nc2ccccc2NC(=O)c2ccco2)c(OC)c1	0.388	0.948	0.73	31.7%	14.3%	0.0%	-4.9%	1.6%	-38.0%	-1.34	7.2%	-3.2%
CN(C)C(=O)Cn1c(SCC(=O)NC2CCCCC2)nc2ccccc21	1.27	1	-0.267	/	5.8%	-0.4%	3.2%	2.2%	-32.4%	0.574	10.5%	/
COc1ccc(-n2nnnc2/C=C\Nc2ccccc2C(=O)c2ccccc2)cc1	0.193	0.0484	-0.352	9.8%	6.0%	0.5%	1.3%	0.7%	/	0.159	4.7%	-1.8%
CCOc1cccc2sc(N(CCCN(C)C)C(=O)c3ccc(S(=O)(=O)N(CC)Cc4ccccc4)cc3)nc12	/	/	/	-24.4%	24.5%	0.3%	/	/	-23.0%	/	11.3%	9.8%
c1ccc(CNc2ncnc3sc4c(c23)CCC4)nc1	1.24	2.48	-0.136	-11.7%	12.4%	-0.3%	10.9%	4.8%	12.7%	-0.614	4.9%	0.5%
Cc1nc(N)sc1C(=O)N/N=C/c1c[nH]c2ccccc12	0.634	-0.0449	-0.278	21.0%	-4.3%	-0.1%	21.0%	22.0%	0.2%	0.483	2.7%	-0.3%
COc1cc(/C=N/Nc2ccccc2[N+](=O)[O-])cc(OC)c1O	-0.0734	-0.44	-0.348	31.5%	-28.7%	0.4%	-4.6%	2.6%	-9.3%	0.598	-28.5%	-6.3%
COc1cc(CCc2ccc3c(c2)OCO3)oc(=O)c1	0.476	0.0075	-0.726	19.1%	2.4%	0.0%	-7.6%	0.9%	7.1%	-0.789	12.5%	3.9%

Sorted by count of non-hydrogen atoms (largest number first): some entries from above
SMILES	Dynein cargo inh nuclear GR-EGFP	Dynein cargo inh	Dynein cargo inh cytoplasmic EGFP	KOR beta-arrestin-1	AID2073	GPR55 beta-arrestin	P. falciparum M17LAP	M1AAP inhibition	NOD1 NF-kB reporter	Dynein cargo inh cell count	NOD2 inhibition	KOR beta-arrestin-2
CN(C)C(=O)Cn1c(SCC(=O)NC2CCCCC2)nc2ccccc21	1.27	1	-0.267	/	5.8%	-0.4%	3.2%	2.2%	-32.4%	0.574	10.5%	/
CCOC(=O)C(NC(=O)N1CCCCC1)(c1ccccc1)C(F)(F)F (stereo not drawn)	0.499	0.526	-0.277	14.3%	9.3%	-0.1%	8.4%	11.2%	-4.2%	-0.0919	12.6%	-1.6%
Cc1ccc(C)c(NC(=S)N/N=C2\CCc3ccccc32)c1	0.337	-0.431	0.34	16.4%	-25.6%	2.2%	8.6%	0.3%	-1.4%	-0.67	-2.3%	-2.4%
c1ccc2c(SCc3cn4cccnc4n3)ncnc2c1	-0.358	-1.37	0.602	-3.5%	-2.1%	0.1%	3.4%	-2.9%	19.5%	0.428	1.3%	2.1%
